Bioassay records (PubChem)
PKA kinase inh = inhibitors of human protein kinase A; P17612; AID 524; hit rate 0.1% among 65,000; inhibition, % at 6 µM; PKA Kemptide phosphorylation, Kinase-Glo ATP luminescence;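 active means inhibition above the screen-wide mean inhibition plus 3 SD, cut at about 21% in these data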; further: many of its hits are not listed in these tables
ROCK2 blocker = blocks human Rho kinase 2 activity; hit rate 0.35% among 60,000; purified ROCK2, Kinase-Glo ATP depletion luminescence; O75116; AID 604; inhibition, % at 6 µM;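 active means inhibition above the screen-wide mean inhibition plus 3 SD, cut at about 18% in these data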;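 further: plate controls were DMSO wells for no effect and Y-27632 control wells after no-enzyme background subtraction for full effect; many of its hits are not listed in these tables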
CatL inh = blocks human cathepsin L protease activity; P07711; purified cathepsin L, fluorogenic substrate, fluorescence; inhibition, %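 (tested at 10 µM)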; hit rate 0.17% among 58,000; AID 460; in the data active means inhibition above about 45%;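 further: 0% = enzyme with no compound and 100% = no enzyme blank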
Target sequence (P07711 114-288 limits assumed): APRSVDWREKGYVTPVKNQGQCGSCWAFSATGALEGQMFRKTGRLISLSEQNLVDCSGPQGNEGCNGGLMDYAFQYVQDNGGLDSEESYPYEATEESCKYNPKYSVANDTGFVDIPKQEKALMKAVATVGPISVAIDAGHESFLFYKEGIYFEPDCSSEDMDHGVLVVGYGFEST
Target sequence (P07711 292-333 limits assumed): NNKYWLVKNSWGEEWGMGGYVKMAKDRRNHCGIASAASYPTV
C1s block = blocks human complement C1s protease activity; hit rate 0.16% among 62,000; purified C1s, fluorogenic AMC substrate, pooled mixtures; mean inhibition % of two 10-compound mixtures (stronger effect = higher value), % at 5 µM (by protocol); P09871;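 active means inhibition above 20% in each of the two 10-compound mixture wells holding the compound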;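 further: 0% = enzyme wells lacking compound mixture and 100% = no-enzyme blank wells; some compounds called inactive have numbers as strong as hits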
Target sequence (P09871 16-437 limits assumed): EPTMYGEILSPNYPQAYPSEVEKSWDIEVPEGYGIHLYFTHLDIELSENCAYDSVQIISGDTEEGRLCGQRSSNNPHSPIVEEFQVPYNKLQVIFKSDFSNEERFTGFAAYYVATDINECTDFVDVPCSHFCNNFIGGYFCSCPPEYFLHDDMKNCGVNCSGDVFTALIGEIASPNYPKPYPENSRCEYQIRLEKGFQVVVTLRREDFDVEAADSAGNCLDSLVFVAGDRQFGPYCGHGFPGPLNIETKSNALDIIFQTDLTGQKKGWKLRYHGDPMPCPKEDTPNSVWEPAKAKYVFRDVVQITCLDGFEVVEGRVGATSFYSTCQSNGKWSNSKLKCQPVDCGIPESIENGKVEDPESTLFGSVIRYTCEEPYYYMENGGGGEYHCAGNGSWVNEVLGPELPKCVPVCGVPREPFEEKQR
Target sequence (P09871 438-688 limits assumed): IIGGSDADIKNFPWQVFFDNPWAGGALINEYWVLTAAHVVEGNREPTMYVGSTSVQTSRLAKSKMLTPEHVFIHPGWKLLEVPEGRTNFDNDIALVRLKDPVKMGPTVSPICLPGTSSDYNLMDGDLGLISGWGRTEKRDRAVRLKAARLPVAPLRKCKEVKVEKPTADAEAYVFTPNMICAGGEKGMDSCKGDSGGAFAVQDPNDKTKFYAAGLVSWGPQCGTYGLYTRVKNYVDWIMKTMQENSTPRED
CatB mixtures = inhibitors of human cathepsin B in compound mixtures | inhibition, %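 (ten-compound pools at 5 µM per compound and 50 µM total)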 | AID 488 | hit rate 0.06% among 62,000 | Purified cathepsin B, AMC dipeptide fluorescence; in the data active means inhibition above about 22%, passing the limit was not always enough;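 further: 0% = enzyme without compound and 100% = no enzyme blank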
CatS block = blocks human cathepsin S protease activity | inhibition, %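 (tested at 5 µM per compound within 10-compound mixtures)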 | recombinant cathepsin S, AMC dipeptide fluorescence, pooled mixtures | P25774 | hit rate 0.06% among 62,000 | AID 501; in the data active means inhibition above about 32%, passing the limit was not always enough;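 further: 0% = enzyme without compound and 100% = blank without enzyme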
CatB block = blocks human cathepsin B protease activity; P07858; purified cathepsin B, fluorogenic substrate, fluorescence; hit rate 0.1% among 63,000; AID 453; inhibition, %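 (tested at 10 µM)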; in the data active means inhibition above about 21%;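 further: 0% = enzyme with no compound and 100% = no enzyme blank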
Cathepsin G inh = blocks human cathepsin G enzyme activity. purified enzyme, AMC-tetrapeptide fluorescence, pooled mixtures. hit rate 0.2% among 62,000. inhibition, % at 5 µM (by protocol);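 active means inhibition above 20% in each of the two mixture wells holding the compound; inactive means inhibition of 20% or less in either well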;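 further: 0% = enzyme control without mixture and 100% = blank lacking enzyme; strong numbers were not always called active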
Her2 expr inh = Her2 kinase expression inhibition; P04626; SKBR-3 HER2 protein level, AlphaScreen, 18-24 h; stronger effect = lower value; HER2 level % of control, % at 10 µM; hit rate 0.69% among 65,000; AID 645;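 active means HER2 level under 5% of the carrier-only control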;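 further: 100% = DMSO carrier and 0% = 500 nM PU-H71 HSP90 inhibitor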
Active calls of the source: *; . = not tested or not shown.

SMILES	PKA kinase inh	ROCK2 blocker	CatL inh	C1s block	CatB mixtures	CatS block	CatB block	Cathepsin G inh	Her2 expr inh
COc1ccc(-n2c(Cc3cccn3C)nnc2SCC(N)=O)cc1	-8	1	-1	-18	-7	-11	1	5	104
COC(=O)/C=c1/s/c(=C(/C#N)C(=O)N2CCOCC2)n(-c2ccccc2)c1=O	1	5	4	-31	3	-2	-1	12	78
CC1CCN(C(=O)COC(=O)c2n[nH]c3ccccc23)CC1	-2	2	21	13	5	9	1	11	87
Cc1cc(C)nc(Sc2c(C)nn(-c3ccccc3)c2C)n1	2	3	7	17	5	5	2	11	86
COCCOC(=O)C1=C(C)N=C2SCCC(=O)N2C1c1ccc(OC(=O)c2ccco2)cc1 (stereo not given)	4	.	.	-21	0	-4	4	6	131
CS(=O)(=O)N(CCc1ccccc1)CC(=O)Nc1ccc2c(c1)OCO2	5	4	16	6	1	1	3	12	117
C=CCc1c(C)c(C#N)c2nc3ccccc3n2c1NCCN(C)C	6	0	-31	-3	2	-14	1	-6	99
COc1ccc(S(=O)(=O)N2CCC(C(=O)NCc3ccccn3)CC2)cc1Cl	-2	1	-1	-3	6	3	-2	0	99
COc1cc(C2Nc3cccc4cccc(c34)N2)cc(OC)c1OC(C)=O	-4	1	21	.	.	.	1	.	108
COc1ccc(N2CCN(C(=O)CN(c3ccc(Br)cc3)S(C)(=O)=O)CC2)cc1	.	.	.	-12	3	-2	6	5	197
CCOC(=O)C1CCCN(S(=O)(=O)c2ccc(C)cc2)C1 (stereo not given)	2	5	-3	0	1	-1	7	4	90
CCOC(=O)CSc1nc2sc(C(=O)O)c(C)c2c(=O)[nH]1	4	-5	.	2	2	-3	-1	0	68
O=c1c2ccccc2[nH]c(=S)n1Cc1cccnc1	8	3	.	-40	-3	-4	0	-7	104
CCOC(=O)c1cc2n(c1C)-c1ccccc1C2=O	2	2	2	32	2	13	1	8	95
Cc1ccc(OCc2ccc(C(=O)N3CCOCC3)cc2)cc1C	3	2	3	-5	8	0	-4	1	104
O=C(O)c1cccnc1Oc1ccccc1	-1	-2	-3	13	6	-3	3	9	112
COc1ccc(S(=O)(=O)N2CCCCCC2)cc1C(=O)OCC(=O)NC(N)=O	10	3	22	7	0	4	2	5	122
CCC(=O)NCCSc1c[nH]c2ccccc12	8	2	3	-50	-3	-2	4	-4	84
COc1ccc(CC(=O)Nc2nc3ccccc3s2)cc1S(=O)(=O)N1CCOCC1	11	6	13	-2	-1	-1	-2	-1	77
CC12CCC(C(=O)N3CCN(c4ccccc4)CC3)(CC1=O)C2(C)C (stereo not given)	3	3	5	16	2	-8	0	10	100
CC(C)(O)C#Cc1ccc(C(=O)NCc2cccs2)s1	10	6	16	17	-1	3	2	34	65
CCOC(=O)c1[nH]c(C)c(C(=O)OCC)c1C	9	7	8	-84	2	10	7	-11	98
Nc1nc2n(n1)C(c1cccs1)CC(c1ccccc1)N2 (stereo not given)	10	5	-5	-3	1	-5	0	-2	94
CCOc1ccc2[nH]c(C)c(CN(C)C)c(=O)c2c1	-1	-4	.	-35	-2	-9	7	6	109
CCOC(=O)c1ccc(NC(=O)C2C3C=CC(C3)C2C(=O)O)cc1 (stereo not given)	-4	2	-5	16	2	-1	4	7	76
CCn1c(CSc2nc(C)cc(C)n2)nnc1SCC(=O)Nc1ccccc1	10	1	15	-9	4	19	9	-7	102
CN(C(=O)c1ccccc1Cl)c1ccccc1	-1	0	12	1	2	-4	-1	-43	98
CC1=C(C(=O)OC(C)C)C(c2ccccn2)n2ncnc2N1 (stereo not given)	-1	6	-3	-9	5	-9	2	-6	114
O=C(COC(=O)CCC(=O)c1ccc(F)cc1)Nc1ccc(N2CCOCC2)cc1	13	4	0	5	0	8	0	3	85
COc1cccc(CN2CCN(C(=O)c3cccc4ccccc34)CC2)c1OC	7	0	-4	1	5	-3	2	1	81
O=C(C1CC1)N1CCc2cc(S(=O)(=O)N3CCOCC3)ccc21	0	-2	-2	-43	-2	-5	1	-10	118
O=C(c1ccc(CSCc2ccccc2F)o1)N1CCN(c2ccc(N3CCOCC3)nn2)CC1	2	0	-60	5	9	-1	8	9	107
CCCn1c(=N)n(CC(=O)c2cccs2)c2ccccc21	-5	1	5	-1	1	12	3	-12	99
CC1=C(C(=O)OC2CCCCCC2)C(c2ccc(C)o2)C2=C(CCCC2=O)N1 (stereo not given)	6	6	0	-7	-7	-8	5	5	83
Cc1cc(C(=O)CSc2nnc(-c3cccnc3)n2-c2ccccc2F)c(C)n1C	-3	-3	-3	-14	-2	-8	0	-1	75
COc1ccccc1Cn1c(=O)c2ccccc2n2c(SCc3csc(C)n3)nnc12	10	.	-8	17	9	-1	0	15	97
CN(C(=O)c1ccno1)c1nnc(-c2cccnc2)s1	3	-1	-4	-13	3	-11	-1	6	105
CCN1CCCC1CNC(=O)C1c2ccccc2C(=O)N(CCOC)C1c1ccc(F)cc1 (stereo not given)	5	.	-7	13	1	-4	2	13	145
Cc1ccc(S(=O)(=O)N2CCC(C(=O)Nc3ccc4c(c3)COC4=O)CC2)cc1	-6	-8	-7	-12	2	-2	0	-13	72
O=C1CSC(c2cccc(F)c2)N1c1ccccc1F (stereo not given)	0	2	2	-38	-1	-10	0	-4	96
Cc1nn2c(-c3ccc(Cl)cc3Cl)nnc2s1	-8	2	0	4	3	-1	0	8	85
Cc1ccnc(SCCn2c(N3CCCCC3)nc3c2c(=O)[nH]c(=O)n3C)n1	-2	0	14	-11	1	11	4	-1	75
COc1ccc(COC(=O)c2n[nH]c3ccccc23)cc1F	2	14	-6	6	5	7	-8	10	62
COc1cccc(-n2c(Cc3cc(=O)[nH]c(=O)[nH]3)nnc2SCC(=O)NC2CCCCC2)c1	-10	-2	.	-4	3	4	1	7	.
CC1CCN(Cc2nc(-c3ccccc3)no2)CC1	8	14	21	15	2	13	-5	10	125
CC#CCCCC(=O)Nc1ccc(C(=O)O)cc1	-4	-2	20	-7	0	0	-1	-1	86
O=C(NCc1ccco1)C1CCCN(S(=O)(=O)c2cccc3nsnc23)C1 (stereo not given)	-4	-1	-5	-26	4	-10	4	4	105
COc1ccccc1C(=O)N1CCN(c2ccccn2)CC1	-3	-1	-2	1	-1	3	-1	7	111
CCCCC(CC)CNC(=O)CCS(=O)(=O)c1cccc2nsnc12 (stereo not given)	6	.	6	9	-1	6	2	8	75
O=C(Nc1ncccc1O)c1cccc(S(=O)(=O)N2CCc3ccccc32)c1	-1	4	7	11	1	-6	3	4	102
CC(=O)Nc1ccc(Nc2nc(C)nc3c2oc2ccccc23)cc1	1	0	13	12	4	17	7	9	92
Cc1cc(NC(=O)COC(=O)c2ccc(F)c(S(=O)(=O)N3CCOCC3)c2)no1	-3	.	7	17	5	10	1	11	.
Cc1cc(C)c2[nH]c(=O)c(CN(Cc3nnnn3C3CCCC3)C3CCCCC3)cc2c1	6	8	.	3	-7	-7	-4	11	120
COc1cccc(NC(=O)c2nnn(CCc3ccccc3)c2N)c1	14	9	13	-10	2	4	2	10	88
CCn1[nH]c(=O)c(=Nc2c(C)n(C)n(-c3ccccc3)c2=O)cc1-c1ccc(Cl)cc1	7	4	-10	-3	-4	-16	1	-2	106
CCC(C(=O)Nc1cnccn1)c1ccccc1 (stereo not given)	6	6	14	-82	-14	-11	1	-21	123

Continued:
SMILES	PKA kinase inh	ROCK2 blocker	CatL inh	C1s block	CatB mixtures	CatS block	CatB block	Cathepsin G inh	Her2 expr inh
CCOC(=O)NCc1ccc2c(c1)cc(C)n2C	-6	-5	12	4	-2	4	-2	2	94
O=C(c1cccs1)N1CCN(C(=O)N2CCOCC2)CC1	8	4	8	-2	9	18	1	1	105
Cn1c(=O)c2ncn(CC(=O)Nc3cc(C(F)(F)F)ccc3N3CCOCC3)c2n(C)c1=O	9	8	10	0	7	2	0	-1	107
COc1ccc(C2c3c(-c4ccccc4O)n[nH]c3C(=O)N2CCc2ccc(OC)c(OC)c2)cc1 (stereo not given)	3	4	0	-14	0	21	0	2	31
Cc1ccc(NC(=O)c2c(C)nc(Nc3nc4ccccc4o3)nc2C)cc1	-4	-4	-6	16	5	16	5	11	94
COC(=O)c1ccc(Cn2cnc3c(sc4nc(N5CCOCC5)c5c(c43)CCCC5)c2=O)o1	8	6	8	.	.	.	-2	.	86
Cn1nc(-c2ccc(Cl)cc2)c2cc(C(=O)N3CCN(c4ccccc4)CC3)sc21	-4	-6	-7	-16	1	-3	4	-8	71
CCOC(=O)C(c1ccccc1)N1CCN(c2ccc(OC)cc2)CC1 (stereo not given)	0	8	14	.	.	.	-4	.	89
CCCC(c1nnnn1CCOC)N1CCN(c2cccc(OC)c2)CC1 (stereo not given)	-4	-4	12	-25	2	10	1	12	131
COc1ccc(-c2noc(CCC(=O)Nc3cc(OC)ccc3OC)n2)cc1	-6	.	.	-18	-6	-13	2	-7	101
Cc1c2c(nc3c(C)cccc13)OC(C)C2 (stereo not given)	2	.	.	16	-5	5	9	14	115
O=C(NCCCN1CCCCC1)C1CCC(=O)N1CCc1ccccc1 (stereo not given)	-5	-3	-1	-30	-6	-8	-6	-6	83
COc1cccc(-n2ccnc2SCC(=O)Nc2ccccc2)c1	1	0	19	-21	-5	-6	4	-12	93
CCOC(=O)N1CCN(c2nc(C)cc(C(F)(F)F)n2)CC1	5	.	.	4	3	-7	7	5	.
CCn1c(SCC(=O)c2ccccc2)nnc1-c1ccoc1C	3	2	31	-8	-3	4	1	6	78
COc1ccc(C2Oc3ccccc3N2C(C)=O)cc1 (stereo not given)	8	7	11	22	-3	4	1	16	70
CCCS(=O)(=O)N1CCN(c2ccccc2F)CC1	9	4	0	-6	4	23	6	-7	91
COCCCn1c(CCC(=O)O)ccc1-c1ccc(F)cc1	9	6	-14	-85	-4	-19	-1	-18	69
CC(C)c1ccc(NC(=O)C2CCCCC2C(=O)O)cc1 (stereo not given)	4	1	.	22	3	1	.	9	92
CCN1CCN(c2ncc(C(=O)N3CCN(c4ccccc4OC)CC3)c3ccccc23)CC1	7	3	7	17	8	-4	3	10	124
O=S(=O)(NCc1ccco1)c1ccc2c(c1)Cc1ccccc1-2	14	7	8	12	2	3	8	11	71
CCn1nc(NC(=O)c2ccncc2)c2cc3cc(C)ccc3nc21	7	7	0	-4	-4	-1	2	8	93
N#Cc1cc2sc3nnc(-c4ccncc4)n3c2cc1C#N	13	10	0	-4	-3	-6	-1	4	25
CCOC(=O)CSc1nc2ccccc2c(=O)n1CC	9	9	11	17	4	2	3	9	98
CCCC(=O)Nc1nnc(Sc2ccc(N(C)C)cc2)s1	6	4	8	11	3	-1	6	9	103
CCOC(=O)c1cc2c(c(CSc3nc4ccccc4c(=O)n3Cc3ccco3)c1)OCOC2	8	9	23	4	1	2	4	8	100
COc1cc(OC)cc(C(=O)OCc2cc3ccccc3[nH]c2=O)c1	-2	-1	14	18	-2	9	5	10	87
N#CC1=C(N)OC2=C(C(=O)CCC2)C12CCN(C(=O)OCc1ccccc1)CC2	9	5	-8	13	3	-9	4	9	97
Cc1ccc(-n2c(Cc3cccs3)nnc2SCC(=O)OC(C)C)cc1	10	5	7	-30	-4	-1	11	-10	105
Cc1oc(-c2ccc(F)cc2)cc1-c1nn2c(-c3ccoc3C)nnc2s1	2	.	3	4	4	15	-3	1	65

Only part of the results is shown, so the mix of outcomes need not match the whole.
